Screens (PubChem)
BAZ2B block = inhibitors of human BAZ2B bromodomain; Q9UIF8; AlphaScreen BAZ2B-H3K14Ac peptide displacement; Potency, µM (doses to about 114 µM), for the others: top-dose activity change, negative = inhibition, actives largely listed as inhibitors; 360,000 tested, 4.4% active; also: % is scaled to controls: 0 for no effect and ±100 for the full control effect; nearly all actives have a fitted effect of over 60% in size
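AlphaScreen displacement of biotin-H3(5-23)K14Ac peptide (50 nM final) from BAZ2B (50 nM final) in PBS pH 7.4, 0.01% Tween-20; complex preformed 30 min RT, then compounds (top 110 uM) 30 min RT, beads 20 min dark.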
APE1 inh = inhibitors of human APE1 endonuclease | P27695 | recombinant APE1, TAMRA/BHQ-2 abasic DNA cleavage fluorescence | Potency, µM (series often up to 65.8 µM), for the others: at the highest dose activity change, negative = inhibition, actives largely listed as inhibitors | 350,000 tested, 0.35% active | AID 2517;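 also: plate controls were vehicle for no effect and reference inhibitor for full effect; nearly all actives have a fitted effect of over 55% in size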
Target sequence (P27695 whole entry, looked up): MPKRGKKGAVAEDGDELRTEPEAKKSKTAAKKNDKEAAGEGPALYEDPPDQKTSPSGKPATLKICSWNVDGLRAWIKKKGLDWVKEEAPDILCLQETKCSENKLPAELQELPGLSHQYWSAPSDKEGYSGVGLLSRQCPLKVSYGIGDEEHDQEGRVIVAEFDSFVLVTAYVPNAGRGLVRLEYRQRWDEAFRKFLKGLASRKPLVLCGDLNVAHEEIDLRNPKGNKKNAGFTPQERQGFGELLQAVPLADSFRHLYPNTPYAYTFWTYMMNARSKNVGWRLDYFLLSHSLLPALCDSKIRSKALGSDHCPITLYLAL
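Substrate: short duplex with […] THF abasic site, 5'-TAMRA and 3'-BHQ-2, 50 nM final. APE1 at 0.75 nM, preincubated 15 min RT with compound. Fluorescence increase from first to third read measured activity.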
BLM inh = Bloom syndrome helicase (human) inhibition | 350,000 tested, 0.2% active | recombinant BLM DNA unwinding, fluorescence dequenching | Potency, µM (highest dose often 56.1 µM), inactives show at the highest dose activity change, negative = inhibition, actives largely listed as inhibitors | P54132;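 also: plate controls were vehicle for no effect and no enzyme for full effect; nearly all actives have a fitted effect of over 35% in size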
Anesthetic bind = candidate novel general anesthetic via apoferritin binding | P02791 | apoferritin/1-aminoanthracene competitive binding, fluorescence | Potency, µM (titrated, usually from 77.5 µM), inactives show at the top dose activity change, negative = displacement, usual class: inhibitors | 350,000 tested, 0.074% active; also: % is scaled to controls: 0 for no effect and ±100 for the full control effect; nearly all actives have a fitted effect of over 20% in size
Target sequence (P02791 2-175 limits assumed): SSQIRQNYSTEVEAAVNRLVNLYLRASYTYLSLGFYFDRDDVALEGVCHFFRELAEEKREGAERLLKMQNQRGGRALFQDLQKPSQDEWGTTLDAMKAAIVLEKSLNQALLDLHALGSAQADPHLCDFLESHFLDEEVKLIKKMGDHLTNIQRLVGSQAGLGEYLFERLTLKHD
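Apoferritin-based anesthetic binding model; compound displacement of fluorescent 1-AMA measured as endpoint fluorescence after 10 minutes at room temperature, scaled to free-ligand and complex controls.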
G9a block = inhibitors of human histone lysine methyltransferase G9a; Q96KQ7; G9a H3K9 monomethylation, AlphaScreen, 2 h; Potency, µM (highest dose often 102 µM), inactives show at the highest dose activity, negative = inhibition, most hits filed as inhibitors; 350,000 tested, 8.8% active; AID 504332; also: % is scaled to controls: 0 for no effect and ±100 for the full control effect; nearly all actives have a fitted effect of over 75% in size
Target sequence (Q96KQ7 913-1193 limits assumed): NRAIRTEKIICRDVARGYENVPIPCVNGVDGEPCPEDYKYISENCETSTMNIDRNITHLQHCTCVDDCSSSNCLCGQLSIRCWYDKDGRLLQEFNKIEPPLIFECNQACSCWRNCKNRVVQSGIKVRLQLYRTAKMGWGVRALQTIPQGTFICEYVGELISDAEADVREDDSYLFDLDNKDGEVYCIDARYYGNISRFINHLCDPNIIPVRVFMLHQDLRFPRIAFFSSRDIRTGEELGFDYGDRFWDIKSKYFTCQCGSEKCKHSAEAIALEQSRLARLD
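Compounds were preincubated with 20 nM G9a for 15 min, after which biotinylated H3K9 peptide (500 nM) and SAM (20 uM) started a 2 h room-temperature reaction. Monomethylated product was quantified by antibody-based AlphaScreen chemiluminescence.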
Pol eta inh = DNA polymerase eta (human) inhibition; recombinant Pol eta, fluorescent DNA replication assay; AID 588591; Potency, µM (top dose mostly 114 µM), inactives show at the highest dose activity change, negative = inhibition, most hits filed as inhibitors; 390,000 tested, 1.2% active; also: % is scaled to controls: 0 for no effect and ±100 for the full control effect
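Pol eta at 10 nM preincubated with compounds 15 min at room temperature; reaction started with fluorescent substrate (50 nM final) and read kinetically at 0 and 10 min.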
Pol iota inh = blocks human DNA polymerase iota activity; Q9UNA4; Pol iota fluorescent replication assay, 10 min; Potency, µM (highest dose often 115 µM), for inactives: top-dose activity, negative = inhibition, hits mostly inhibitors; 390,000 tested, 1% active
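Fluorescent replication assay read twice, at 0 min and 10 min after adding 50 nM (final) substrate. Enzyme (10 nM) and compounds were first incubated 15 min at room temperature; enzyme-free buffer wells were negative controls.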
Pol beta inh = DNA polymerase beta (human) inhibition. P06746. Pol beta primer extension/strand displacement, fluorescence kinetic. Potency, µM (highest dose often 114 µM), inactives show at the top dose activity change, negative = inhibition, most hits filed as inhibitors. 340,000 tested, 1.3% active. AID 485314; also: % is scaled to controls: 0 for no effect and ±100 for the full control effect
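Pol beta (10 nM) and compounds were preincubated 15 min at room temperature, then 50 nM substrate (final) started primer extension/strand displacement. Reads were taken at 0 and 10 min; concentration-response data were fitted to a four-parameter Hill equation.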
POLK inh = blocks human DNA polymerase kappa activity; purified Pol kappa, fluorescent DNA synthesis assay, 10 min; Potency, µM (doses to about 107 µM), for the others: top-dose activity, negative = inhibition, actives largely listed as inhibitors; 400,000 tested, 0.53% active; AID 588579; also: % is scaled to controls: 0 for no effect and ±100 for the full control effect
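10 nM Pol kappa was preincubated with compounds for 15 min at room temperature. Reaction started with 50 nM (final) substrate. Fluorescence read kinetically at 0 and 10 min.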
An asterisk follows results filed as active; ? = inconclusive; . = not tested or not shown; [ ] = dose if it differs, or a comment. Calls follow the shape of the dose curve; as a rule, active = well fitted curve in the direction sought with a large enough effect; inconclusive = small, poorly fitted or top-dose-only effect, or another doubt; inactive = no such curve, though single readings can be large; an effect the other way counts as inactive or inconclusive. Potency is read from the fitted curve at half-maximal effect. The list is partial (hit frequency here may not be typical).

SMILES	BAZ2B block	APE1 inh	BLM inh	Anesthetic bind	G9a block	Pol eta inh	Pol iota inh	Pol beta inh	POLK inh
Cc1ccc(OCC(=O)N2CCN(C(=O)c3cccnc3)CC2)cc1	-1%	-1%	-2%	-14%	4%[59 µM]	9%	-1%	-13%	-7%
Cc1c(Cl)cnc(NC(=O)COC(=O)CCc2nc3ccccc3s2)c1Cl	31%[activator]	-6%	2%	0%	-12%	3%	21%	11%	1%[60.1 µM]
CCOc1cc(C(=O)Nc2ccc([N+](=O)[O-])cn2)cc(OCC)c1OCC	-1%	-2%	1%	-6%	5%[59 µM]	-9%	179%[activator]	41%	-15%
COc1ccc(N(CC(=O)Nc2cc(C)ccc2C)S(=O)(=O)c2c(C)noc2C)cc1	-10%	4%	-3%	-1%	129%[activator]	-13%	14%	12%	0%
NS(=O)(=O)c1ccc(CCNCc2cc(Br)ccc2OCc2ccccc2)cc1	-7%	-5%	-6%	9%	-7%[59 µM]	-25%	4%	2%	-19%
CCc1cc2c(-c3ccccc3)cc(=O)oc2c(CN2CCOCC2)c1O	15%	5%	-6%	50%[activator]	31%	-7%	?	19%	-6%
CCOc1cc(CNCC(C)C)c(Cl)cc1OCC(=O)Nc1ccccc1	-15%	6%	-1%	-16%	5%	-13%	-16%	17%	9%
COc1ccc(S(=O)(=O)NCC(c2cccs2)S(=O)(=O)c2ccc(C)cc2)cc1F (stereo unspecified)	-8%	.	-7%	36%[activator]	-7%[59 µM]	-7%	16%	-2%	-5%[60.1 µM]
COc1cc(/C=N/NC(=O)C2CCN(CC(O)COCc3ccccc3)CC2)cc(OC)c1OC (stereo unspecified)	1%	-1%	-4%	-8%	0%	-23%	55%[activator]	?	-13%
Cc1ccc(-n2c(SCC(=O)N/N=C/c3ccccc3OCC(=O)O)nc3ccccc3c2=O)cc1	-31%	?	-5%	6%	-1%[12.7 µM]	-23%	32%[activator]	-19%	0%
Cc1ccc(NC(=O)c2cccnc2)cc1S(=O)(=O)N(C)C	-9%	-6%	-1%	-3%	7%	-4%	107%[activator]	14%	-16%
Clc1ccc(CCNc2nc3ccccc3n3nnnc23)cc1	-1%	-5%	3%	-6%	2%	-9%	3%	12%	-18%
COc1ccc(-n2nnnc2SCC(=O)N2CCCC2=O)cc1	-5%	5%	.	.	-18%[12.7 µM]	-2%	-7%	.	-15%
COc1ccc(OC)c(N(CC(=O)NCC2CCCO2)S(=O)(=O)c2ccccc2)c1 (stereo unspecified)	8%	-7%	-4%	8%	28%	-2%	45%[activator]	7%	4%
Oc1ccccc1Cc1c(O)ccc2ccccc12	-2%	26%	.	.	10%[2.33 µM]	-11%	14%	.	1%

One compound at a time, as listed above. Order of values: BAZ2B block	APE1 inh	BLM inh	Anesthetic bind	G9a block	Pol eta inh	Pol iota inh	Pol beta inh	POLK inh
Entry for Cc1ccc(OCC(=O)N2CCN(C(=O)c3cccnc3)CC2)cc1 : -1%	-1%	-2%	-14%	4%[59 µM]	9%	-1%	-13%	-7%
Entry for COc1ccc(OC)c(N(CC(=O)NCC2CCCO2)S(=O)(=O)c2ccccc2)c1 (stereo unspecified) : 8%	-7%	-4%	8%	28%	-2%	45%[activator]	7%	4%

Structures above that contain an aryl thioether with sulfur outside any ring, in the order listed:
SMILES	BAZ2B block	APE1 inh	BLM inh	Anesthetic bind	G9a block	Pol eta inh	Pol iota inh	Pol beta inh	POLK inh
Cc1ccc(-n2c(SCC(=O)N/N=C/c3ccccc3OCC(=O)O)nc3ccccc3c2=O)cc1	-31%	?	-5%	6%	-1%[12.7 µM]	-23%	32%[activator]	-19%	0%
COc1ccc(-n2nnnc2SCC(=O)N2CCCC2=O)cc1	-5%	5%	.	.	-18%[12.7 µM]	-2%	-7%	.	-15%

Following part.
SMILES	BAZ2B block	APE1 inh	BLM inh	Anesthetic bind	G9a block	Pol eta inh	Pol iota inh	Pol beta inh	POLK inh
Cc1ccccc1CC(=O)Nc1ccon1	-11%	24%	-8%	-12%	25%	4%	122%[activator]	18%	-4%
CCOc1ccc(C(=O)Nc2ccc(S(=O)(=O)N3CCN(C)CC3)cc2)cc1	2%	15%	-3%	-7%	0%	-16%	105%[activator]	7%	-16%
Cc1ccc2ncnc(Oc3ncccc3[N+](=O)[O-])c2c1	?	-4%	-11%	-9%	.	28%	18%	27%	0%
Cc1nc(CCNC(=O)C2CCC(=O)N(Cc3cccc(F)c3)C2)sc1C (stereo unspecified)	-5%	16%	-1%	-4%	-20%	-15%	24%	11%	3%
CC1CCC(C(C)C)[C@H](OC(=O)c2ccccc2)C1 (stereo partly specified)	.	17%	4%	-19%	.	.	.	.	-8%[60.1 µM]
Cc1cc(C(=O)N2CCCC(Nc3ccc(C(C)C)cc3)C2)nn1C (stereo unspecified)	-34%	6%	-3%	-9%	?	-1%	-9%	45%	3%
C(=N\n1cnnc1)/c1ccc(OCc2ccccc2)cc1	.	0%	-1%	?	2%[59 µM]	-16%	41%[activator]	-27%	-12%
Cc1oc2ccc(NS(=O)(=O)c3cccc4cccnc34)cc2c1C(=O)OC(C)C	-31%	-5%	-7%	-4%	-9%[59 µM]	-28%	2%	-7%	-7%
CCCCCCCCn1c(N2CCN(c3cccc(Cl)c3)CC2)nc2c1c(=O)[nH]c(=O)n2C	-2%	2%	-4%	-13%	-1%[59 µM]	-3%	9%	10%	-12%
NC(=O)C1CCN(C(=O)CCSCc2ccc(Cl)c(Cl)c2)CC1	4%	-9%	1%	-4%	-11%	-13%	139%[activator]	0%	-16%
CCOc1ccccc1NC(=O)N(C)CCc1c(C)nn(CC)c1C	-6%	.	3%	35%[activator]	1%[59 µM]	-8%	23%	3%	-10%[60.1 µM]
Cc1ccc(N2CC(C(=O)N3CCC(C(=O)Nc4cccc(Br)c4)CC3)CC2=O)cc1 (stereo unspecified)	-26%	56%	-7%	-4%	11%	-12%	-4%	-13%	-4%
COc1ccc(OC(=O)CCc2c[nH]c3ccccc23)cc1	-34%	-4%	-11%	?	-42%	-26%	86%[activator]	-28%	-2%
O=S(=O)(c1ccccc1Cl)N1CCC(O)(c2cccnc2)CC1	-16%	2%	-2%	-2%	-29%	-4%	48%[activator]	1%	-8%
O=C1c2ccccc2-c2nnc(-c3ccc(F)cc3)cc21	-14%	3%	-6%	-5%	-4%	-14%	?	22%	-7%
Cc1ccc(N2CC(c3nnc(Cc4ccc(F)cc4Cl)o3)CC2=O)cc1 (stereo unspecified)	-1%	.	1%	-24%	-28%[59 µM]	-19%	-6%	-15%	0%
Cc1cccc(C(=O)N(Cc2ccco2)Cc2ccccc2F)c1	9%	.	-2%	99%[activator]	-5%[59 µM]	-17%	6%	14%	-14%
NC(=O)CN1CCN(c2nc(-c3ccc(F)cc3)cs2)CC1	-5%	-9%	0%	-7%	1%	-14%	?	17%	0%
CCN(CC)C(=O)CNC(=S)N(CCCN1CCOCC1)Cc1cccs1	-3%	3%	1%	-6%	-10%	-14%	22%	-1%	-13%
CCOC(=O)CNC(=O)CNC(=O)c1nn(-c2ccc(OC)c(Cl)c2)c(=O)c2ccccc12	0%	3%	1%	-15%	-24%	1%	9%	1%	-11%[60.1 µM]
COc1ccc(CC(=O)Nc2cccc(-c3ccc4nncn4n3)c2)cc1OC	-12%	-2%	-9%	-5%	8%	-18%	12%	-1%	-2%
COc1ccc(CCN=C(NS(=O)(=O)c2ccc(Cl)cc2)c2ccccc2)cc1	5%	-4%	-10%	6%	.	-18%	87%[activator]	-15%	-7%
O=C(CC(=O)N/N=C/c1ccc(F)cc1)N/N=C/c1ccc(F)cc1	-1%	-6%	-4%	-16%	21%	-4%	-24%	-19%	-6%
O=C(Nc1cccc(Cl)c1)Nn1cnnc1	-1%	10%	-8%	-4%	1%	-10%	24%	-21%	-3%
COc1ncc2nc(-c3cccs3)c(=O)n(CCc3ccccc3)c2n1	.	4%	-2%	.	19%[0.501 µM]	.	.	.	1%[60.1 µM]
COc1ccccc1C1C(C#N)=C(N)Oc2cc(C)n(Cc3ccccn3)c(=O)c21 (stereo unspecified)	?	0%	-5%	1%	35µM*	-11%	15%	-24%	-12%
COc1cccc(-n2nnc(-c3nc(-c4ccccc4F)no3)c2C)c1	14%	.	-6%	-2%	0%[59 µM]	-15%	6%	1%	-16%
N#CC1=C(N)C(C#N)(C#N)C(c2cccnc2)C2CN(C(=O)OCc3ccccc3)CC=C12 (stereo unspecified)	3%	-11%	-10%	-4%	?	-17%	?	2%	-10%
Nc1nc(SCC(=O)c2c(N)n(C3CC3)c(=O)[nH]c2=O)n[nH]1	10%	-3%	.	.	11µM*	2%	15%	.	-4%
CCCCCCN1CC(C(=O)OCC)C(=O)C1=O (stereo unspecified)	-8%	21%	6%	-10%	13%[59 µM]	-14%	29%	-10%	3%
CCCCSc1nnc(CSc2nc3nc(C)cc(C)n3n2)o1	10%	-3%	3%	0%	-4%	-18%	?	4%	-7%
COc1ccc([C@H]2CC(=O)C=C(c3ccc(-c4ccccc4)c(F)c3)C2)cc1OC	-29%	-3%	.	.	17%[2.33 µM]	-25%	45%	.	12%
Cc1ccc(CNC(=O)CSc2n[nH]c(N)n2)cc1	3%	1%	1%	-3%	-4%[12.7 µM]	-15%	-1%	-12%	7%
Cc1nc(C)c(C(=O)O)s1	-6%	-6%	-3%	0%	-10%[59 µM]	-3%	?	-1%	-7%
COc1cccc(CNC(=O)c2cnc3sc(N4CCCC4)nn3c2=O)c1OC	-4%	.	0%	-4%	9%[59 µM]	-13%	-2%	-2%	0%
CC1CC(C)(C)NC(=S)N1CCC(=O)N1CCc2ccccc21 (stereo unspecified)	-12%	?	1%	-9%	45µM*	-2%	136%[activator]	44%	-4%
O=C(O)Cc1c(O)ccc2ccccc12	-11%	-2%	-2%	-9%	6%[12.7 µM]	-1%	6%	-2%	-2%
CC1=C(C(=O)OC2CCCC2)C(c2ccc(F)cc2F)CC(=O)N1 (stereo unspecified)	-1%	.	-4%	-11%	-3%[59 µM]	-15%	25%	-1%	14%
O=C(NC1CCCCCC1)c1ccc(CS(=O)(=O)Cc2ccc(F)cc2)o1	-10%	3%	0%	-15%	-41%	10%	14%	-12%	-3%
CCOC(=O)N1CCN(C(=O)c2cc3cc(OC)c(OC)cc3[nH]2)CC1	0%	69%[activator]	-3%	5%	1%	-15%	4%	18%	-15%
Cc1nc2c(ccc3nc(NC(=O)C(c4ccccc4)c4ccccc4)sc32)s1	-27%	?	-10%	-11%	-13%	-16%	11%	-2%	13%
